From PubChem
Tb PFK block = inhibitors of T. brucei phosphofructokinase. O15648. T. brucei PFK, ADP-Glo luminescence. Potency, µM (titrated, usually from 57.5 µM), without a hit: top-dose activity, negative = inhibition, hits mostly inhibitors. 330,000 tested, 0.17% active. AID 485367;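 note: potency is the fitted concentration of half-maximal effect; 0% = uninhibited 1x PFK enzyme wells and -100% = no-enzyme wells; nearly all actives have a fitted effect of over 60% in size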
Target sequence (O15648 whole entry, looked up): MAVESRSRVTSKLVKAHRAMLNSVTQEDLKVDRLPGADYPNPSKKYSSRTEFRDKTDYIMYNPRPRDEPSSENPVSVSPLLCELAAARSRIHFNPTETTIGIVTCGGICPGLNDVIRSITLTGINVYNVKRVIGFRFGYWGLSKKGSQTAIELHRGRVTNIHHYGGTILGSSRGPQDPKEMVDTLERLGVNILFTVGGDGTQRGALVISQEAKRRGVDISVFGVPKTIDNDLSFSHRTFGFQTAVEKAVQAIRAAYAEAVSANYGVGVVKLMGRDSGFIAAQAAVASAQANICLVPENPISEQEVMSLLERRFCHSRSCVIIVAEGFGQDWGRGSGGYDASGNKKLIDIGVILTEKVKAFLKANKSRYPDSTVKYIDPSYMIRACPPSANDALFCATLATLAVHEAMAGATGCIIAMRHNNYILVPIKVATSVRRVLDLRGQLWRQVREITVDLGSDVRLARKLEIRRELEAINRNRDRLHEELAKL
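Activity is normalized to no-enzyme wells (full inhibition) and 1.25 nM enzyme wells (no inhibition). Reaction: 0.5 mM F6P, 0.1 mM ATP, 45 min RT, ADP-Glo luminescence; concentration-response curves fitted and classed by quality.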
uPA generation = cell surface uPA generation inhibition; cell surface uPA generation assay, qHTS; Potency, µM (highest dose often 38.3 µM), inactives show top-dose activity change, negative = inhibition, actives largely listed as inhibitors; 330,000 tested, 0.31% active; AID 540303; active = well fitted inhibition curve with a large enough effect; inconclusive = small, poorly fitted or top-dose-only effect; inactive = no such curve, though single readings can be large or run the other way; tested in mouse RAW 264.7 cells; note: potency is the fitted concentration of half-maximal effect; % is set by controls: 0 for no effect and ±100 for the full control effect; nearly all actives have a fitted effect of over 55% in size
Eya2 inh = Eya2 (human) phosphatase inhibition. O00167. recombinant Eya2, OMFP fluorescence dephosphorylation (OMFP is methylfluorescein phosphate). Potency, µM (doses to about 76.9 µM), for the others: at the highest dose activity, negative = inhibition, most hits filed as inhibitors. 330,000 tested, 0.006% active; note: potency is the fitted concentration of half-maximal effect; % is set by controls: 0 for no effect and ±100 for the full control effect
Target sequence (O00167 whole entry, looked up): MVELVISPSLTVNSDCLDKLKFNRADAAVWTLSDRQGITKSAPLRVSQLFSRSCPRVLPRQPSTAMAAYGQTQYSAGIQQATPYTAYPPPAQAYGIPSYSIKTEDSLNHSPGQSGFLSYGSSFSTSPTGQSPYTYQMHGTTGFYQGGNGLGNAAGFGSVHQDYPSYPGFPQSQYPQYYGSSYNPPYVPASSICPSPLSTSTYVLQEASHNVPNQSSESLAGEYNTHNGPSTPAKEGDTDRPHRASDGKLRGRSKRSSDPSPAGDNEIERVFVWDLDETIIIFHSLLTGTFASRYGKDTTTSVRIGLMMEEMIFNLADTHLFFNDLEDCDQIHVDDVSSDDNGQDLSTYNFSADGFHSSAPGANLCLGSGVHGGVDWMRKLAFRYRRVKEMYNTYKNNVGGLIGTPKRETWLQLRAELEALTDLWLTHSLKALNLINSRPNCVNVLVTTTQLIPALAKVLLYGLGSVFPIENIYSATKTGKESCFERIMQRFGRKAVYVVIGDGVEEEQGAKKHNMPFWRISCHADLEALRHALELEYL
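Eya2 protein (added as 0.2 uM solution) was preincubated with compound for 10 min at ambient temperature in 50 mM HEPES pH 7.5, 50 mM NaCl, 5 uM MgCl2, 0.05% BSA, 1 mM DTT. OMFP (added at 50 uM) then reacted 10 min; fluorescence read at 485/525 nm.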
USP2a inh = blocks human ubiquitin-specific protease USP2a; O75604; 330,000 tested, 0.01% active; USP2 core, Ub-CHOP2 coupled fluorogenic reporter, 485/531; Potency, µM (series often up to 38.3 µM), without a hit: at the highest dose activity change, negative = inhibition, usual class: inhibitors; AID 463254;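 note: potency is the fitted concentration of half-maximal effect; plate controls were DMSO wells for no effect and full inhibition by NEM control for full effect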
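Cell-free coupled assay: 10nM USP2 core preincubated 30min RT with compound in Tris-HCl pH 8.0/CaCl2/CHAPS buffer, then 25nM Ub-CHOP2 and 25nM reporter substrate; fluorescence (Ex 485/Em 531) read after 60min RT, normalized to NEM inhibition, concentration-response curves fitted.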
PTAP TSG101 blk = blocks PTAP/TSG101 interaction to inhibit HIV-1 budding. Fluorescence polarization, FITC-PTAP peptide / Tsg101 binding. Potency, µM (series often up to 115 µM), for inactives: top-dose activity change, negative = inhibition, actives largely listed as inhibitors. 340,000 tested, under 10 active. AID 493005; active = well fitted inhibition curve with a large enough effect in the main read-out, with a control signal flat, not every such curve was filed as active; inconclusive = small, poorly fitted or top-dose-only effect, or effect the other way, or a change in a side signal; inactive = no such curve, though single readings can be large or run the other way; note: potency is the fitted concentration of half-maximal effect; % of control where 0% means no effect
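FP read-out: FITC-PTAP peptide, 50 nM final, binding Tsg101 binding domain, 10 uM final; 20 min, r.t.; 10 mM HEPES pH 7.5, 0.15 M NaCl, 0.01% Tween 20, 3 mM EDTA, 0.1 mM TCEP.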
BCR signal inh = chronic active BCR signaling inhibition. ABC-DLBCL IkBa-CBG/CBR reporter, luminescence ratio, 4 h. Potency, µM (highest dose often 46.1 µM), for inactives: top-dose ratio change, negative = lower green/red ratio, hits mostly inhibitors. 340,000 tested, 0.05% active; active = well fitted inhibition curve with a large enough effect in the signal ratio, with a control signal flat, not every such curve was filed as active; inconclusive = small, poorly fitted or top-dose-only effect, or effect the other way, or a change in a side signal; the % refers to the signal ratio;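 note: potency is the fitted concentration of half-maximal effect; plate controls were basal doxycycline-induced cells for no effect and cells given 10 µM MG132 for full effect; MG132 reads +100%, hits lower the ratio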
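TMD8 human ABC-DLBCL cells with doxycycline-inducible IκBα–green luciferase fusion and unfused red luciferase, in 0.5% FBS medium; compounds up to 46 uM, 4 h at 37C. Green/red luminescence ratio, filter-overlap corrected, fitted to concentration-response curves.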
TCR activator = T cell receptor activation | primary human leukocytes, anti-CD3, IL-2 HTRF, 48 h | Potency, µM (highest dose often 9.22 µM), inactives show top-dose activation of IL-2 secretion, hits mostly activators | 330,000 tested, under 10 active | AID 504894; note: % of control where 0% means no effect
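IL-2 release read by HTRF sandwich (Eu cryptate donor, d2 acceptor, 665 nm emission) after 48 hr exposure of primary human leukocytes to compound together with anti-CD3 beads in the absence of co-stimulatory signals.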
Mito fusion act = blocks mitochondrial division or promotes mitochondrial fusion | S. cerevisiae fusion-defective mutant growth rescue, CellTiterGlo 48 h | Potency, µM (highest dose often 46.1 µM), inactives show at the highest dose growth rescue (activation), usual class: activators | 320,000 tested, 0.23% active;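 note: potency is the fitted concentration of half-maximal effect; % of control where 0% means no effect; nearly all actives have a fitted effect of over 45% in size; temperature-sensitive fusion mutants such as fzo1-1 at 37 °C on non-fermentable ethanol glycerol medium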
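Compounds are tested for their ability to restore growth of mitochondrial fusion-defective yeast strains at non-permissive 37C in YPEG medium over 48 hours. Viability is quantified by luciferase luminescence.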
B2AR arrestin = recruits beta-arrestin to the human beta2-adrenergic receptor. P07550. beta-arrestin recruitment to beta2AR, cell-based reporter. Potency, µM (highest dose often 46.1 µM), without a hit: at the highest dose activation, most hits filed as activators. 330,000 tested, 0.02% active;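 note: potency is the fitted concentration of half-maximal effect; 0% = DMSO controls and full agonism = EC100 isoproterenol or metaproterenol; nearly all actives have a fitted effect of over 65% in size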
ELG1 DNA repair = blocks ELG1-dependent DNA repair in HEK293T cells | HEK293T ELG1-luciferase reporter, luminescence, 16 h; DNA damage induced by 5-fluorouridine | Potency, µM (titrated, usually from 46.1 µM), for the others: top-dose activity change, negative = inhibition, hits mostly inhibitors | 330,000 tested, 2.3% active | AID 504467; note: potency is the fitted concentration of half-maximal effect; % is set by controls: 0 for no effect and ±100 for the full control effect; nearly all actives have a fitted effect of over 55% in size
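Overnight (16 hr) co-exposure of 2,000 cells/well to 5-fluorouridine and compound at 37 °C preceded detection. Luciferase was quantified via ONE-Glo luminescence; loss of signal denotes inhibition.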
TSHR antagonist = antagonists of human thyroid stimulating hormone receptor. P16473. TSHR-expressing cells, TSH-stimulated cAMP HTRF, 2 h; active compounds read low. activity change, negative = inhibition, % at 11.5 µM. 330,000 tested, 0.2% active. AID 504810;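 active = activity change below a set negative limit, meaning inhibition stronger than a set level, cut at about -70% in these data; inconclusive = activity change between two set negative limits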; note: % is set by controls: 0 for no effect and ±100 for the full control effect
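Inhibition of cAMP made by TSHR-expressing cells under TSH stimulation (4nM final, EC80; 2 h, 37 deg C) is quantified with a one-step lysis HTRF kit, anti-cAMP cryptate versus cAMP-d2.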
An asterisk follows results filed as active; ? = inconclusive; . = not tested or not shown; [ ] = dose if it differs, or a comment. Unless noted, calls come from the whole dose curve; as a rule, active = well fitted curve in the direction sought with a large enough effect; inconclusive = small, poorly fitted or top-dose-only effect, or another doubt; inactive = no such curve, though single readings can be large; an effect the other way counts as inactive or inconclusive.

SMILES	Tb PFK block	uPA generation	Eya2 inh	USP2a inh	PTAP TSG101 blk	BCR signal inh	TCR activator	Mito fusion act	B2AR arrestin	ELG1 DNA repair	TSHR antagonist
COC(=O)c1ccccc1NC(=O)Nc1cccs1	-14%	3%	-12%	6%	1%	11%	1%[46.1 µM]	-2%	0.2%	12%	-8
CC(=O)c1cccc(NC(=O)C2C3C=CC(C3)C2C(=O)O)c1 (stereo unspecified)	0%	3%	3%	2%	0%	-3%	4%	-4%	0.0%	-8%	0
COc1cc(F)ccc1S(=O)(=O)NCc1cccnc1	-3%	17%	1%	1%	-4%	0%	1%	0%	-0.1%	2%	5
O=Cc1cc(-c2ccccc2)[nH]c1-c1ccccc1	-4%	-2%	-4%	-2%	0%	2%	-5%	-5%	-0.1%	?	0
COc1ccc(Cl)cc1NC(=O)C(C)Sc1nncn1C (stereo unspecified)	-1%	1%	-11%	0%	1%	1%	4%	-3%	0.1%	11%	3
Oc1ccccc1Cc1c(O)ccc2ccccc12	-5%	-5%	1%	0%	-3%	2%	7%	9%	-0.1%	-2%	20
O=C1CCCC2=C1C1(O)C(=O)c3ccccc3C1(O)O2 (stereo unspecified)	5%	-3%	-14%	0%	-7%	?	6%	-1%	-1.1%	1%	-14
COc1ccc(C(=O)COC(=O)c2cccnc2SC)cc1	-5%	.	-10%	0%	1%	0%	-2%	-6%	-0.3%	3%	31
O=[N+]([O-])c1cccc(NC(=S)N2CCc3ccccc32)c1	-4%	8%	-9%	-5%	-2%	-18%	0%	-2%	-0.2%	13µM*	13
O=C(NCc1ccccc1)c1ccc(COCC(F)(F)F)o1	-11%	8%	2%	1%	-6%	0%	-9%	-4%	-0.1%	0%	-2
O=C(COC(=O)/C=C/c1ccccc1Cl)NC(=O)NCc1ccccc1	1%	6%	-1%	1%	-1%	?	2%	5%	-0.1%	7%	16
CC(C)OCCCNC(=O)c1ccc(CS(=O)(=O)Cc2ccccc2F)o1	-3%	.	-16%	2%	0%	4%	1%	-3%	-0.3%	-1%	-4
O=C(CSc1cn[nH]n1)Nc1cccc(C(F)(F)F)c1	9%	-1%	2%	0%	-3%	-7%	-3%	2%	0.2%	-4%	-10
COc1cc(C(=O)OC(C)C(=O)N2CCc3ccccc3C2)ccc1OCC(=O)N1CCOCC1 (stereo unspecified)	-3%	-6%	-11%	-5%	-5%	-15%	-25%	-2%	0.2%	?	4
CCN(CC)S(=O)(=O)c1ccc(Cl)c(NC(=O)c2ccncc2)c1	1%	-1%	1%	1%	-5%	1%	4%	8%	0.0%	-12%	-4
O=S(=O)(c1ccc2nc(Cc3ccccc3)[nH]c2c1)N1CCOCC1	-5%	7%	9%	2%	1%	-18%	6%	-2%	-0.1%	-20%	3
COc1ccc(C=NNC(=O)c2ccccc2OCc2ccc(F)cc2)c(OC)c1	1%	3%	11%	5%	0%	?	8%	.	0.4%	?	.
COc1ccc(NC(=O)CSc2nc3c([nH]c4ccccc43)c(=O)n2C)cc1	-3%	2%	0%	2%	0%	0%	1%	-1%	-0.1%	13%	8
CCC(C)C(NS(=O)(=O)c1ccc(C)cc1)C(=O)O (stereo unspecified)	1%	0%	4%	0%	-1%	-7%	1%	1%	0.5%	6%	16
CC(=O)Nc1ccc(-c2csc(NCc3ccco3)n2)cc1	0%	6%	-4%	-2%	-3%	?	1%[46.1 µM]	2%	0.0%	?	-2
Cc1cc(Cl)cc(Cl)c1OCCCCN(C)C	1%	-4%	1%	-1%	-2%	?	-3%[46.1 µM]	-9%	-1.2%	1%	1
Cc1cccc(Oc2ncnc(N)c2[N+](=O)[O-])c1	-5%	-2%	4%	4%	-1%	-23%	1%[46.1 µM]	-4%	-0.1%	?	4
CCOc1ccccc1CN(CCc1ccc2c(c1)OCO2)Cc1ccccn1	-8%	3%	-8%[15.4 µM]	1%	-3%	?	-3%	0%	-0.5%	?	-8
Fc1ccc(C2=CC(c3cccs3)n3nnnc3N2)cc1 (stereo unspecified)	-4%	-1%	-4%	2%	-8%	0%	-2%	2%	-0.7%	?	-9
CC1CCCCN1CCNC(=O)C1CCCN(c2ncnc3c2nc2n3CCCCC2)C1 (stereo unspecified)	-2%	0%	7%	3%	0%	-8%	-2%	3%	-0.7%	1%	-1
Cc1cccc(NC(=O)c2ccc(Cl)c(S(=O)(=O)N3CCc4ccccc43)c2)n1	15%	-6%	11%	-11%	-3%	0%	-9%	?	-0.4%	?	?
COc1ccc(NC(=O)NCc2ccco2)c(OC)c1	-9%	-2%	8%	1%	-7%	?	-6%	0%	-0.7%	6%	5
CN(CCCNC(=O)CCC(=O)N1CCOc2ccccc21)Cc1ccccc1	-6%	6%	-5%	2%	0%	-5%	6%	3%	0.4%	28%	32
CC(C(=O)N1CCN(c2ccc(Cl)cc2)CC1)c1ncc(C(F)(F)F)cc1Cl (stereo unspecified)	0%	.	-16%	-1%	-3%	-4%	-2%	9%	-1.3%	-10%	-25
CCOC(=O)c1ccc(NC(=O)C2CC(=O)N=C(N)S2)cc1 (stereo unspecified)	0%	-5%	-3%	3%	-17%	5%	3%	1%	0.2%	?	-6
Cc1ccc(N2C(=O)CC(Nc3cccc4ccccc34)C2=O)cc1 (stereo unspecified)	1%	3%	-19%	-1%	-1%	-4%	-6%	-3%	-0.6%	5%	-2
Cc1ccc(C)c(N2CCN(C(=O)CCS(=O)(=O)c3ccc4c(c3)oc(=O)n4C)CC2)c1	-3%	-5%	-3%	0%	-3%	6%	-7%	5%	0.0%	-4%	-12
COc1cc(C(=O)NC(C)c2ccc3ccccc3c2)cc(Cl)c1O (stereo unspecified)	3%	3%	-7%	3%	0%	17%	-4%	10%	0.3%	4%	-6
CC(=O)Nc1ccc(-c2nnc(SCC(=O)c3ccc4c(c3)Cc3ccccc3-4)n2C)cc1	-4%	.	-9%	-1%	-3%	21%	.	-2%	0.0%	-5%	6
O=C1CC2(CCN(C(=O)c3c(F)cccc3F)CC2)Oc2ccccc21	2%	0%	14%	0%	2%	1%	-4%	-1%	-0.1%	-10%	-5
CC(=O)NCc1cccc(CNC(C)=O)n1	-6%	.	11%	3%	-3%	9%	-1%	1%	0.0%	13%	5
CCCSc1nnc(NC(=O)Nc2ccc(C)cc2)s1	-3%	-4%	2%	2%	0%	?	-1%	0%	0.1%	2%	2
O=C(CCN1C(=O)/C(=C/c2ccccc2F)SC1=S)NCCc1ccc(O)cc1	-1%	?	10%	-1%	0%	-22%	3%	18%	0.3%	-16%	0
Cc1cc(C)c(C#N)c(SCc2ccccc2C)n1	-8%	3%	-2%	2%	1%	?	-1%[46.1 µM]	7.1µM*	-0.1%	16%	-7
COc1ccc(C(=O)C[n+]2cccc(Br)c2)cc1	1%	-6%	-1%	1%	-3%	-1%	-1%	-8%	-0.9%	-1%	-9
O=C(c1ccc(S(=O)(=O)Nc2ccc(F)cc2)cc1)N1CCN(c2ccccn2)CC1	-5%	-12%	-3%	-10%	-2%	0%	5%	14%	-0.7%	16µM*	-8
COc1cc([N+](=O)[O-])ccc1NC(=O)NCCCN1CCCC1=O	1%	-1%	-4%	1%	-4%	9%	3%	-1%	0.1%	-2%	3
COC(=O)c1sc(OC)cc1OCc1ccc(C)cc1	-1%	-4%	0%	-3%	-9%	?	4%	7%	0.2%	-1%	0
CN(C)C(=O)CCc1nc(-c2ccc(C(C)(C)C)cc2)no1	14%	-3%	-10%	2%	-2%	?	2%	0%	-1.0%	?	44
C/C(CC(=O)Nc1ccc(N(C)C)cc1)=N\NC(=O)c1ccccn1	5%	-2%	-4%	1%	-4%	?	5%	-8%	0.4%	?	-8
Cc1nn(C)c(C)c1/C=N/O	1%	-2%	-17%	-1%	-1%	-12%	-3%	0%	-0.1%	6%	4
COc1ccc(-c2csc(NC(=O)c3ccccc3F)c2C(=O)O)cc1	0%	-24%	-15%	0%	-3%	?	-4%	-42%[inhibitor]	0.2%	26%	-14

Rows were taken by chance. Share with any hit: about 3%.
